FLuc act counter: affects firefly luciferase, flagging false hits in luciferase stimulation screens; activation factor at 10 µM; 200,000 tested, under 10 active; P08659; ATPlite luciferase biochemical, luminescence, 10 min; 0 = ATP-free wells, 1 = DMSO control;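 active = luciferase activation factor, scaled between plate controls, of at least 2 with compound at 10 µM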
Target sequence (P08659 whole entry, looked up): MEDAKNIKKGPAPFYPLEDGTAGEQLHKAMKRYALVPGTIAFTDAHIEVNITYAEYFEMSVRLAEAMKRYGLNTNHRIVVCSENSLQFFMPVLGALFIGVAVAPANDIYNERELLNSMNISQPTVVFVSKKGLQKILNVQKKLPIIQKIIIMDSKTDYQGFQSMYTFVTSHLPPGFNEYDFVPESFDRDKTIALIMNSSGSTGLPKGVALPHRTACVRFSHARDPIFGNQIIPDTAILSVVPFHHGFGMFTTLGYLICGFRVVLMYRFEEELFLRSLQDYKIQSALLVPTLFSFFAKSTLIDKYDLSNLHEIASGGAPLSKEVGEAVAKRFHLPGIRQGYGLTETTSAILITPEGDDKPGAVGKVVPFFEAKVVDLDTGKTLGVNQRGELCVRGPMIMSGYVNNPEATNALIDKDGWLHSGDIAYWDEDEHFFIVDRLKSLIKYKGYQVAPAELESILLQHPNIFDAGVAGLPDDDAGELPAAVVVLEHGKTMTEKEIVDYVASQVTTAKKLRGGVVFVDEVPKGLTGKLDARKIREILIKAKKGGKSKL
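Material: Luciferase/luciferin reagent mix; Doses: test compounds dosed from 2 mM stocks in 100% DMSO; Schedule: 10 min incubation after luciferase reagent addition, room temperature; Measured by: luminescence from luciferase reaction; Read-out: luminescence gain marking luciferase activators.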
RAM inhibit: yeast RAM network inhibition | S. cerevisiae dse1pr::URA3 reporter, 5-FOA growth OD615, 2 d; analog-sensitive cbk1-as2 kinase mutant strain | inhibition, % at 50 µM | 1.8% of 190,000 active | AID 868;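 active = inhibition above a set limit, 3 SD over mean compound inhibition, cut at about 8.4% in these data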;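 also: 0% = DMSO-only wells with no growth and 100% = 10 µM 1-NA-PP1 full growth; inhibition rescues growth on 5-FOA so higher OD means more RAM inhibition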
FLuc inh counter: inhibits firefly luciferase, flagging false hits in luciferase inhibition screens | AID 1006 | 1.5% of 200,000 active | inhibition, % at 10 µM | ATPLite firefly luciferase biochemical luminescence, 10 min | P08659;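 active = inhibition above about 50% when tested at 10 µM, limit read from the data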
Lmaj promast: inhibitors of Leishmania major promastigote growth. Leishmania major promastigotes, resazurin fluorescence viability. inhibition, % at 10 µM. 9% of 200,000 active. AID 1063; in the data active = inhibition above about 50%;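 also: promastigotes grown with compound for 44 hours at 28 °C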
TNAP inh hi DEA: inhibitors of human TNAP at high phosphate acceptor concentration | P05186 | purified TNAP, CDP-star luminescence, 1 M DEA | inhibition, % at 20 µM | 0.03% of 200,000 active | AID 1135;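 active = over 50% inhibition of tissue-nonspecific alkaline phosphatase at 20 µM in the single-dose screen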;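 also: plate controls were DMSO wells for no effect and EDTA-quenched wells as full inhibition for full effect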
Target sequence (P05186 whole entry, looked up): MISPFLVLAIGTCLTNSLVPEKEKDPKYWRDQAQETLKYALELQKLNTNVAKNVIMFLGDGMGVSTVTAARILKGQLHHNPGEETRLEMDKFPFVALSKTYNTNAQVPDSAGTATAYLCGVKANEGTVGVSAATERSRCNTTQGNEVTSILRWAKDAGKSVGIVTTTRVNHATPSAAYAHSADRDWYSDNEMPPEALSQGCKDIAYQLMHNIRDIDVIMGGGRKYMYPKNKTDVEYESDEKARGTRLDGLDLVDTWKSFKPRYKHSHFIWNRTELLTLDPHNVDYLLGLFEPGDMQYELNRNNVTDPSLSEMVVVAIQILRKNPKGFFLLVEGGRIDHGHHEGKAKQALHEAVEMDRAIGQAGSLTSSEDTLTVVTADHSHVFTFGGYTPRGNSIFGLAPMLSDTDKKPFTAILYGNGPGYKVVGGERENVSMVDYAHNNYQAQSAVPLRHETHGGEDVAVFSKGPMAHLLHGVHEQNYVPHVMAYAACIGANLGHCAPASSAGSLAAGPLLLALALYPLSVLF
TNAP act hi DEA: TNAP (human) activation, high acceptor. P05186. purified TNAP, CDP-star luminescence, 1 M DEA, 30 min; active compounds read high; 0 = EDTA background, 1 = DMSO-only activity. activation factor at 20 µM. 200,000 tested, under 10 active;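 active = activation factor at least 2 at 20 µM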
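Test system – human TNAP · Doses – 20 µM single point · Incubation – 30 min, room temperature · Signal – luminescent substrate turnover signal · Read-out basis – activation factor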
bIAP inhibitor: intestinal alkaline phosphatase (bovine) inhibition | purified bovine IAP, CDP-star luminescence, 30 min | inhibition, % at 20 µM | 190,000 tested, under 10 active | AID 1019;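 active = over 50% inhibition of intestinal alkaline phosphatase at 20 µM in the single-dose screen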
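test system = bovine IAP enzyme | medium = DEA buffer 100 mM, pH 9.8, with MgCl2 1.0 mM, ZnCl2 0.02 mM | detection = luminescence | dosing = single compound dose of 20 µM, 2% DMSO final | incubation = 30 min reaction at room temperature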
TNAP inh noacc: inhibitors of human TNAP without phosphate acceptor. purified TNAP, CDP-star luminescence, 30 min. inhibition, % at 20 µM. AID 1012. 0.26% of 200,000 active;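 active = tissue-nonspecific alkaline phosphatase inhibition above about 50% at 20 µM in the single-dose screen, limit read from the data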;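 also: 0% = DMSO negative control and 100% = EDTA positive control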
APP transl inh: APP translation inhibition. 0.82% of 190,000 active. inhibition, % at 2 µM. SH-SY5Y APP 5'UTR-luciferase reporter, luminescence;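 active = inhibition above a set limit, derived from the sample mean plus 3 SD, cut at about 45% in these data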; also: values of inactives mirror those of a sister screen read the other way
bIAP activator: increases bovine intestinal alkaline phosphatase activity; purified bovine IAP, CDP-star luminescence, 30 min; active compounds read high; fold of DMSO-control signal, blank-subtracted; activation factor at 20 µM; 0.17% of 200,000 active; AID 1016;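 active = activation factor of 2 or more at 20 µM, a signal rise over negative controls twice the positive control's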
Numbers without * were called inactive; nt = not tested or not shown.

SMILES	FLuc act counter	RAM inhibit	FLuc inh counter	Lmaj promast	TNAP inh hi DEA	TNAP act hi DEA	bIAP inhibitor	TNAP inh noacc	APP transl inh	bIAP activator
O=C(c1cccc(F)c1)N1CCN(Cc2c[nH]c3ccccc23)CC1	1	-0.5	0	0	0	1	-3	-8	-10	1
O=C(NC1(C(F)(F)F)NC(=O)N(CC2CCCCC2)C1=O)c1ccco1 (stereo not given)	1.1	0.2	-9	7	-7	1.1	-2	-7	10	1
O=C(NC(=S)Nc1ccccc1)c1cc(-c2ccccc2)nc2ccccc12	1	3.4	-2	33	4	1	6	0	20	0.9
CCn1c(COc2c(C)cccc2C)nnc1SCC(=O)N1CCN(c2ccccc2)CC1	1	0.6	-4	15	-1	1	7	-4	-9	0.9
Cc1cc(Cl)ccc1OCC(=O)NNC(=O)C1CCCO1 (stereo not given)	1	0.8	3	1	0	1	-17	-2	-10	1.2
O=C(N/N=C/c1cc(Br)c(Br)o1)C(O)c1ccccc1 (stereo not given)	1	1.0	-1	-3	-7	1.1	-10	-8	-5	1.1
CC(C)CC(=O)N1CCN(C(=O)c2ccco2)CC1	1	1.5	-5	-4	-2	1	0	-10	-8	1
COc1ccc(CSCCc2n[nH]c(=S)n2-c2ccccc2)cc1	0.9	0.4	8	-5	-2	1	10	-18	-1	0.9
O=C(N/C=N/OCc1ccc(Cl)cc1Cl)NOCc1c(Cl)cccc1Cl	1.1	4.1	-11	-4	-4	1	10	5	13	0.9
CCC1(CC)N([O-])C(C)=C(c2ccccc2)[N+]1=O	1.1	0.9	-8	1	-5	1	6	-6	-15	0.9

Grouped by structure, the compounds so far with an NH in an aromatic ring (two)
SMILES	FLuc act counter	RAM inhibit	FLuc inh counter	Lmaj promast	TNAP inh hi DEA	TNAP act hi DEA	bIAP inhibitor	TNAP inh noacc	APP transl inh	bIAP activator
O=C(c1cccc(F)c1)N1CCN(Cc2c[nH]c3ccccc23)CC1	1	-0.5	0	0	0	1	-3	-8	-10	1
COc1ccc(CSCCc2n[nH]c(=S)n2-c2ccccc2)cc1	0.9	0.4	8	-5	-2	1	10	-18	-1	0.9

Rewritten with two lines to a compound: two of the compounds above
Below each compound: FLuc act counter	RAM inhibit	FLuc inh counter	Lmaj promast	TNAP inh hi DEA	TNAP act hi DEA	bIAP inhibitor	TNAP inh noacc	APP transl inh	bIAP activator
- O=C(N/C=N/OCc1ccc(Cl)cc1Cl)NOCc1c(Cl)cccc1Cl
 : 1.1	4.1	-11	-4	-4	1	10	5	13	0.9
- CCC1(CC)N([O-])C(C)=C(c2ccccc2)[N+]1=O
 : 1.1	0.9	-8	1	-5	1	6	-6	-15	0.9

(cont.)
SMILES	FLuc act counter	RAM inhibit	FLuc inh counter	Lmaj promast	TNAP inh hi DEA	TNAP act hi DEA	bIAP inhibitor	TNAP inh noacc	APP transl inh	bIAP activator
CCN(CC)C(=O)c1sc(NC(=O)c2ccc(OC)c([N+](=O)[O-])c2)c(C#N)c1C	1	0.6	-4	-5	0	1	16	-12	0	0.8
CCOc1ccc(-c2nnc3ccc(SCc4ccc(C(=O)OC)o4)nn23)cc1	1	12*	-3	14	0	1	1	0	9	1
CCCc1[nH]nc2c1C1(CCN(C(=O)OCc3ccccc3)CC1)C(C#N)=C(N)O2	1	0.0	2	-1	1	1	4	-6	-7	1
Cn1c(Cc2ccccc2)nnc1SCCC(=O)Nc1ccccc1	1.1	1.6	-6	-2	-3	1	1	-2	-11	1
COc1ccc(NS(=O)(=O)c2cccc(C(=O)NNC(=O)NCCCl)c2)cc1	1	0.8	3	-3	-2	1	-14	2	4	1.1
CCN1C(=O)S/C(=C/c2cn(C)c3ccccc23)C1=O	1	4.0	4	82*	2	1	6	-3	12	0.9
CCCCSc1nnc(-c2ccc(NC(C)=O)cc2)n1C	1	3.3	-5	-5	-4	1	15	-16	5	0.8
Cc1ccc(C(=O)Nc2ccn(Cc3ccc(F)cc3)n2)o1	0.6	-0.2	35	-3	0	1	48	-10	-6	0.5
CCOC(=O)c1ccccc1N=N/C(C(C)=O)=C(/C)O	1	3.1	3	-2	2	1	-4	-3	28	1
Cc1ccc(NC(=O)CC(O)(C(F)(F)F)C(F)(F)F)c(Br)c1	1	0.7	1	-4	2	1	13	-3	16	0.9

A few values from the list:
Reading for CCC1(CC)N([O-])C(C)=C(c2ccccc2)[N+]1=O under APP transl inh: -15
Reading for CCCCSc1nnc(-c2ccc(NC(C)=O)cc2)n1C under TNAP act hi DEA: 1
Reading for O=C(NC1(C(F)(F)F)NC(=O)N(CC2CCCCC2)C1=O)c1ccco1 (stereo not given) under FLuc act counter: 1.1

Going on with the list:
SMILES	FLuc act counter	RAM inhibit	FLuc inh counter	Lmaj promast	TNAP inh hi DEA	TNAP act hi DEA	bIAP inhibitor	TNAP inh noacc	APP transl inh	bIAP activator
Cc1ccc(CCNC(=O)CN(C)S(=O)(=O)c2cnc[nH]2)cc1	1	0.2	2	0	9	0.9	-2	6	2	1
Cc1cc(C)c2c(c1)NC(=O)C2(O)CC(=O)c1cccs1 (stereo not given)	1	1.6	-2	-6	-1	1	6	2	-3	0.9
CNC(=S)NNC(=O)c1noc(C)c1C(=O)N1CCN(C(c2ccccc2)c2ccccc2)CC1	1	0.5	-4	-6	1	1	-33	-80	-9	1.3
COc1ccc(/C=C/C=N/NC(=O)COc2ccc(OC)cc2)cc1	0.6	0.6	43	-5	-3	1	21	-8	-2	0.8
CCCCN1C(=O)C(=O)N(CC(=O)NC2CCCc3ccccc32)C1=O (stereo not given)	1	-1.0	-2	-3	2	1	-23	-1	-12	1.2
c1ccc(OCc2nnc3n2N=C(c2ccccc2)CS3)cc1	1	4.3	-2	5	-1	1	-2	-7	-8	1
COC(=O)CSc1nnc(CNC(=O)c2ccc(S(=O)(=O)N3CCOCC3)cc2)n1C	1.1	0.2	-6	-6	-6	1.1	-17	0	-4	1.2
Cc1ccc(NC2=NC(=S)N(CC#N)C23CCCCC3)cc1	1	1.5	-4	-3	-2	1	11	-12	14	0.9
Cc1cc(C)cc(C(=O)NCC(=O)OCC(=O)NCc2ccco2)c1	1.1	1.2	-8	11	0	1	-13	8	2	1.1
Cc1onc(-c2c(F)cccc2Cl)c1C(=O)NC(=S)NC1CCS(=O)(=O)C1 (stereo not given)	1	2.4	-3	-9	0	1	8	-9	4	0.9
Cc1ccc(S(=O)(=O)N2CCCC2C(=O)OCc2ccccc2)cc1 (stereo not given)	1.1	9.4*	-7	47	0	1	19	-5	5	0.8
Cc1ccc(CN2CCN(Cc3cn[nH]c3C3CCCCC3)CC2CCO)cc1 (stereo not given)	1.1	-0.4	-8	8	-4	1	-5	8	-6	1.1
Cc1cc(C)c(/C=N/NC(N)=O)c(C)c1/C=N/NC(N)=O	1	1.3	-5	-3	-3	1	12	-15	-11	0.9
Cn1c(=O)n(C)c2cc(S(=O)(=O)N3CCOCC3)ccc21	1	2.2	2	-3	-1	1	6	-9	-11	0.9
CS(=O)(=O)N1CC(C(=O)O)Oc2ccc(CC(=O)O)cc21 (stereo not given)	1	4.2	0	-8	-1	1	-3	-6	-18	1
CSc1nc2[nH]ncc2c(=O)n1-c1ccccc1	1	-0.3	2	44	5	1	-4	-47	-2	1
CCCn1nnnc1NC(=O)c1ccc2ccccc2c1	1	-0.8	-3	-7	2	1	0	-16	2	1
COc1cc2c(cc1OC)C1=C(C#N)CN(CC(=O)O)CN1CC2	1.1	0.0	-8	4	-8	1.1	-3	-23	nt	1
CC(C)OCCCNc1nc2c(c(=O)n(Cc3ccccc3F)c(=O)n2C)n1C	1.1	2.3	-7	6	-9	1.1	10	-12	-4	0.9
CCOC(=O)C1=C(N)N(c2ccccc2)C(=O)C1	1	1.4	-2	-3	-5	1	16	-8	-12	0.8
CCCS(=O)(=O)N1CCCC(C(=O)NC2CCCC(C)C2C)C1 (stereo not given)	1.1	-1.7	-8	-8	-5	1.1	-1	-14	-2	1
COc1ccccc1NC(NC(=O)c1ccco1)C(=O)c1ccccc1 (stereo not given)	1	0.3	-2	-3	-7	1.1	8	3	-4	0.9
COc1ccc(-c2cnnc(N/N=C/c3ccc(C)o3)n2)cc1	1	1.6	4	0	-3	1	5	-27	4	0.9
Cc1oc(-c2ccccc2F)nc1CS(=O)(=O)CC(=O)N1CCc2ccccc21	1	3.7	-4	-5	-2	1	13	-6	3	0.9
O=C(O)c1cccc(-c2nnn(Cc3ccccc3Cl)n2)c1	0.9	0.8	14	-10	-4	1	21	-5	-22	0.8
Cc1cccc(S(=O)(=O)c2c(N)n(-c3ccccc3)c3nc4ccccc4nc23)c1	1.1	6.0	-7	17	-3	1	-5	3	-7	1
Cc1ccc(C2Nc3cccc4cccc(c34)N2)s1	0.9	0.0	9	0	12	0.9	4	-2	-1	1
Cc1cc(-c2nnc(SCC(=O)Nc3ccccn3)o2)no1	1.1	2.1	-5	-5	0	1	-2	-28	1	1
Cc1nc([N+](=O)[O-])c(Br)n1CC(=O)c1cccc([N+](=O)[O-])c1	1	-1.0	0	86*	-1	1	2	-13	-7	1
Cc1ccc(C(c2nnnn2CCC(C)C)N2CCN(C)CC2)cc1 (stereo not given)	1.1	-0.3	-8	-1	0	1	-6	-9	5	1.1
COC1=C(N)C(=O)c2nc(-c3nc(C(=O)O)c(C)c(-c4ccc(OC)c(OC)c4O)c3N)ccc2C1=O	0.9	1.9	6	65*	3	1	7	7	95*	0.9
COc1cccc(NC(=O)Nc2nnc(-c3ccccc3SCc3ccccc3)s2)c1	1.1	3.6	-7	-1	-2	1	30	-6	-14	0.7
O=C(C(Cc1ccccc1)N1C(=O)C2C3CCC(C3)C2C1=O)N1CCCCC1 (stereo not given)	1.1	-0.1	-7	-1	-2	1	-3	-5	9	1
CN(C)c1ccc(/C=N\NC(=O)c2csnn2)cc1	0.4	0.9	60*	-1	4	1	5	1	-9	0.9
CC1(C)CC2CC(C)(CN2S(=O)(=O)c2ccc(C(=O)Nc3cc(S(=O)(=O)N4CCOCC4)ccc3Cl)cc2)C1 (stereo not given)	1	3.4	0	99*	-4	1	2	-5	-14	1
O=C1CN(C(=O)CN2CCCC2)C(c2ccccc2)c2cc(Br)ccc2N1 (stereo not given)	1.1	-1.2	-5	64*	-3	1	-1	-10	-8	1
CCCCNc1oc(-c2cccs2)nc1S(=O)(=O)c1ccccc1	1	9.5*	-4	14	-7	1.1	37	-12	-17	0.6
CCc1ccc(NC(=O)c2ccc3c(c2)C(=O)N(CCOC)C3Nc2ccc(CC)cc2)cc1 (stereo not given)	1.1	2.1	-9	0	-1	1	4	1	-5	1
O/N=C1/CCSc2ccccc21	1	0.1	-2	-8	-4	1	10	-8	-3	0.9
CCOC(=O)C1CCN(c2nc(-c3ccc(Br)cc3)nc3ccccc23)CC1	1	-1.4	-4	27	-3	1	6	-10	-16	0.9
CC(C)CN(/C=N/c1sc2c(c1C#N)CCCCC2)CC(C)C	1	4.5	-5	37	-8	1.1	22	-4	4	0.8
COc1ccc(OCCCC(=O)Nc2ccc(N3CCCCC3)cc2)cc1	1	0.8	2	-1	0	1	12	18	-19	0.9
CC(=O)N1CCc2cc(S(=O)(=O)N3c4ccccc4CC3C)ccc21 (stereo not given)	1	4.3	-1	14	2	1	34	-4	-13	0.7
Cc1ccc2c(c1)N(CCC(=O)NCCN1CCOCC1)C(=O)CO2	1	0.0	-2	-1	-7	1.1	6	-3	-19	0.9
Cc1ccccc1C(=O)NCCN1CCOCC1	1.1	0.6	-5	5	-8	1.1	3	-15	-1	1

High-throughput results as filed in PubChem BioAssay.

Rows are unselected; overall some 13% were active at least once.
